L major viab: Leishmania major promastigote growth inhibition, primary screen. Leishmania major promastigotes, resazurin fluorescence viability. inhibition, % at 10 µM. actives 9% (n = 200,000). AID 1063, 2008; in the data active = inhibition above about 50%;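 also: promastigotes grown with compound for 44 hours at 28 °C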
TNAP act hiacc: TNAP activators at high phosphate acceptor level, primary screen, biochemical, luminescence, uHTS; Alkaline phosphatase, tissue-nonspecific isozyme (Homo sapiens), P05186; purified TNAP, CDP-star luminescence, 1 M DEA, 30 min; stronger effect = higher value; 0 = EDTA background, 1 = DMSO-only activity; activation factor at 20 µM; 200,000 tested, under 10 active;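 active = activation factor at least 2 at 20 µM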
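Control set: EDTA negative control, DMSO positive control / Assay system: human TNAP / Quantity: TNAP 1/800 final / Evaluation: TNAP activation factor scaled between EDTA and DMSO control wells / Measured by: luminescent substrate turnover signal / Compound dosing: one dose, 20 µM / Times: 30 min enzyme reaction at room temperature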
APP 5UTR inh: inhibitors of APP translation via 5'UTR reporter, primary screen, APP 5'UTR luciferase, SH-SY5Y cells; SH-SY5Y APP 5'UTR-luciferase reporter, luminescence; inhibition, % at 2 µM; actives 0.82% (n = 190,000);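 active = inhibition above a set limit, derived from the sample mean plus 3 SD, cut at about 45% in these data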; also: values of inactives mirror those of a sister screen read the other way
RAM inhibit: inhibitors of the yeast RAM network, primary screen, dse1pr::URA3 reporter, 5-FOA selection; S. cerevisiae dse1pr::URA3 reporter, 5-FOA growth OD615, 2 d; analog-sensitive cbk1-as2 kinase mutant strain; inhibition, % at 50 µM; actives 1.8% (n = 190,000); AID 868, 2007;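 active = inhibition above a set limit, 3 SD over mean compound inhibition, cut at about 8.4% in these data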;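 also: 0% = DMSO-only wells with no growth and 100% = 10 µM 1-NA-PP1 full growth; inhibition rescues growth on 5-FOA so higher OD means more RAM inhibition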
bIAP act: bovine intestinal alkaline phosphatase activators, primary screen, biochemical, bovine IAP, CDP-star luminescence; alkaline phosphatase, intestinal [Bos taurus]; actives 0.17% (n = 200,000); activation factor at 20 µM; purified bovine IAP, 30 min; stronger effect = higher value; fold of DMSO-control signal, blank-subtracted;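 active = activation factor of 2 or more at 20 µM, a signal rise over negative controls twice the positive control's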
FLuc inhib CS: firefly luciferase enzyme inhibitors, primary screen, artefact control for luciferase-based inhibitor screens, biochemical, luminescence, ATPLite. Luciferin 4-monooxygenase (Photinus pyralis), P08659. 10 min. inhibition, % at 10 µM. actives 1.5% (n = 200,000);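 active = inhibition above about 50% when tested at 10 µM, limit read from the data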
Target sequence (P08659 whole entry, looked up): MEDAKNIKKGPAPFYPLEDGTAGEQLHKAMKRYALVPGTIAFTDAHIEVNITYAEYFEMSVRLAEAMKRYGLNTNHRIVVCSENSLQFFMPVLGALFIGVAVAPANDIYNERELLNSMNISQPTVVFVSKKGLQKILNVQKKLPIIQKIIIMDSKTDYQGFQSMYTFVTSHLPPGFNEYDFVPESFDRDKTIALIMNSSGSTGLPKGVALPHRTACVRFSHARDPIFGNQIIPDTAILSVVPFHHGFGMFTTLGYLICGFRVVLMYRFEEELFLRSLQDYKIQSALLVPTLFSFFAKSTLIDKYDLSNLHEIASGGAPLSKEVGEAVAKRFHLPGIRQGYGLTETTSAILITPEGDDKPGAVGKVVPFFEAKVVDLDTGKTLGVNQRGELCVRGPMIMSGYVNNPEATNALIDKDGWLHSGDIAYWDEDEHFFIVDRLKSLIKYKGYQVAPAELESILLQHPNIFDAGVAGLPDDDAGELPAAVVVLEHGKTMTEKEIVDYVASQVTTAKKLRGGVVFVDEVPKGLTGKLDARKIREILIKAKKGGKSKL
TNAP inh hi DEA: human TNAP enzyme inhibitors, primary screen, biochemical, luminescent, high phosphate acceptor level, uHTS. purified TNAP, CDP-star luminescence, 1 M DEA. inhibition, % at 20 µM. actives 0.03% (n = 200,000). AID 1135, 2008;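 active = over 50% inhibition of tissue-nonspecific alkaline phosphatase at 20 µM in the single-dose screen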;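 also: plate controls were DMSO wells for no effect and EDTA-quenched wells as full inhibition for full effect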
TNAP inh noacc: human TNAP enzyme inhibitors, primary screen, biochemical, luminescent, no phosphate acceptor, uHTS; Alkaline phosphatase, tissue-nonspecific isozyme (Homo sapiens), P05186; purified TNAP, CDP-star luminescence, 30 min; inhibition, % at 20 µM; actives 0.26% (n = 200,000);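 active = tissue-nonspecific alkaline phosphatase inhibition above about 50% at 20 µM in the single-dose screen, limit read from the data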;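 also: 0% = DMSO negative control and 100% = EDTA positive control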
bIAP inhibitor: bovine intestinal alkaline phosphatase inhibitors, primary screen, selectivity assay for TNAP inhibitor project, biochemical, bovine IAP, CDP-star luminescence | 190,000 tested, under 10 active | inhibition, % at 20 µM | AID 1019, 2008 | purified bovine IAP, 30 min;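 active = over 50% inhibition of intestinal alkaline phosphatase at 20 µM in the single-dose screen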
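Incubation: 30 min reaction at room temperature / Material: purified bovine intestinal alkaline phosphatase (IAP) enzyme / Input: enzyme at 1/65,000,000 dilution / Dosing: 20 µM single dose / Signal: CDP-star luminescence signal / Reagent: CDP-star chemiluminescent phosphatase substrate, 30 µM final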
FLuc act counter: FLuc activators, initial screening, artefact control for FLuc-dependent activation tests, biochemical, ATPlite luminescence | Luciferin 4-monooxygenase (Photinus pyralis), P08659 | ATPlite luciferase biochemical, 10 min; 0 = ATP-free wells, 1 = DMSO control | activation factor at 10 µM | 200,000 tested, under 10 active;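 active = luciferase activation factor, scaled between plate controls, of at least 2 with compound at 10 µM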
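System: luciferase plus luciferin reagent, cell-free; medium: PBS as buffer for the ATP substrate; dosing: test compounds dosed from 2 mM stocks in 100% DMSO; timing: 10 min post-reagent at room temperature; measured by: luminescence measurement of luciferase light output; evaluation: luciferase activation, seen as luminescence increase over controls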
Active calls of the source: *; · = no result given.

1) CCC(=O)NCCN1CCN(C(=O)CC)CC1
2) O=C(Cc1ccccc1[N+](=O)[O-])NCc1ccc(Cl)cc1
3) Cc1ccc(Cn2c(=N)n(CC(=O)c3ccc([N+](=O)[O-])cc3)c3ccccc32)cc1
4) CCOC(=O)c1c(C)nc(C)c(C(=O)OCC)c1-c1ccc(O)c(OC)c1
5) C/C(N)=C(/C#N)C(=O)CSc1nncn1-c1ccccc1
6) O=C(OCCN1CCOCC1)c1ccc(OCCN2CCOCC2)cc1
7) CC1CC(CC(C)C(=O)NC(=S)Nc2ccc(S(N)(=O)=O)cc2)C(=O)O1 (stereo not given)
8) COc1ccc(CNC(=O)c2cccc(NC(=O)c3ccccc3)c2)cc1
Assay by compound	1	2	3	4	5	6	7	8
L major viab	-6	-5	74*	-1	-3	-2	-11	18
TNAP act hiacc	1	1	1	1	1	1	1	1
APP 5UTR inh	-18	-36	5	-19	4	7	-19	-12
RAM inhibit	0.6	1.7	3.0	1.0	1.2	1.1	0.3	5.4
bIAP act	0.9	1	0.2	1	1	1	1.1	1.1
FLuc inhib CS	0	9	-8	-10	-8	0	-2	-4
TNAP inh hi DEA	2	-5	2	-2	-5	0	2	-3
TNAP inh noacc	-7	-8	14	-5	6	-8	-6	-5
bIAP inhibitor	13	3	·	-4	2	-2	-8	-6
FLuc act counter	1	0.9	1.1	1.1	1.1	1	1	1

9) O=c1c2ccc(Cl)cc2[nH]c(=S)n1CCCN1CCOCC1
10) O=C(C1CC1)N1CCC(C(O)(c2ccccc2)c2ccccc2)CC1
11) O=C(/C=N/O)Nc1ccc(F)cc1
12) CN(C1=C(NC(=O)c2ccccc2)C(=O)c2ccccc2C1=O)C1CCS(=O)(=O)C1 (stereo not given)
13) CCCCCCOC1(c2ccccc2)OC(=O)c2ccccc21 (stereo not given)
14) O=S(=O)(Nc1ccc(S(=O)(=O)N2CCCCC2)cc1)c1cccs1
15) CC(Nc1ncnc2nc[nH]c12)c1ccccc1 (stereo not given)
16) O=C(Cn1cnc2c(nnn2-c2ccc(F)cc2)c1=O)N1CCCC1
Assay by compound	9	10	11	12	13	14	15	16
L major viab	2	95*	-2	99*	-4	-6	-2	0
TNAP act hiacc	1	1	1.1	0.9	1	1.1	1	1
APP 5UTR inh	-29	7	0	-12	-14	22	-14	1
RAM inhibit	2.0	-0.1	0.0	-0.1	0.6	3.1	1.0	1.1
bIAP act	1	1.1	1	0.9	0.8	0.9	1.1	0.9
FLuc inhib CS	-3	-2	-7	-2	-7	-5	-6	-3
TNAP inh hi DEA	-1	1	-6	15	-2	-10	-1	-4
TNAP inh noacc	-10	-2	-12	7	-6	-14	-30	-12
bIAP inhibitor	3	-6	0	7	24	9	-14	13
FLuc act counter	1	1	1.1	1	1.1	1	1.1	1

17) COc1cc(/C=N/Nc2ccc(F)cc2F)cc(OC)c1O
18) O=C(CNCc1ccccc1)Nc1ccc(F)cc1
19) COc1ccccc1N1CCN(C(=O)c2ccc(Cn3c(=S)[nH]c4cc5c(cc4c3=O)OCO5)cc2)CC1
20) Cc1nc(S(=O)(=O)c2ccc(Cl)cc2Cl)nc2c1CCC2
21) CCc1ccccc1N1C(=O)CC(N2CCc3ccccc32)C1=O (stereo not given)
22) COc1ccc(OC)c(NC(=O)CSC2=NCCS2)c1
23) COc1ccc(-c2csc(N3CCOCC3)n2)cc1OC
24) CCOC(=O)c1ccccc1NC(=O)CSc1cccc[n+]1[O-]
Assay by compound	17	18	19	20	21	22	23	24
L major viab	68*	-3	16	-5	-6	0	-3	-6
TNAP act hiacc	1	0.8	1	1	1.1	1	1	1
APP 5UTR inh	7	-28	8	-3	-2	17	-26	5
RAM inhibit	-0.8	2.0	4.4	0.0	1.4	1.7	1.4	1.7
bIAP act	1.1	1.1	1.1	1.1	1	0.9	0.9	1.1
FLuc inhib CS	29	-2	-4	0	-4	-1	15	-1
TNAP inh hi DEA	0	20	-2	3	-5	-3	-3	-3
TNAP inh noacc	15	-5	-12	-5	-8	4	-9	-9
bIAP inhibitor	-7	-8	-14	-6	-3	14	6	-7
FLuc act counter	0.7	1	1	1	1	1	0.9	1

25) COC(=O)Cc1csc(/N=C/c2c(O)n(-c3cccc(C(F)(F)F)c3)c(=O)c3ccccc23)n1
26) CC(C)CCNC(=O)c1ccc(-c2ccccc2)cc1
27) CC1(C)CCCC2=C1CC1C(=O)N(Cc3cccnc3)C(=O)C1C2 (stereo not given)
28) CC(=O)Nc1ccc(NC(=O)C(Cc2ccccc2)NC(=O)C2CCCCC2)cc1 (stereo not given)
29) CCOc1ccc(-c2nc3ccccc3c(=O)o2)cc1
30) c1ccc(C(c2ccccc2)c2noc(CN3CCC(c4ccncc4)CC3)n2)cc1
31) COc1cccc(OC)c1C(=O)Nc1ccc(C)cc1C(=O)c1ccccc1
32) CCC(=O)Nc1ccc(-c2cc3ccccc3oc2=O)cc1
Assay by compound	25	26	27	28	29	30	31	32
L major viab	-6	-3	0	0	-5	90*	11	-3
TNAP act hiacc	0.8	1	1	1	1	1.1	1	1
APP 5UTR inh	4	-55	3	2	-112	30	-14	17
RAM inhibit	8.9*	3.2	-0.3	2.0	1.5	0.9	0.9	1.8
bIAP act	0.4	1	0.9	0.9	1.1	0.9	1	1
FLuc inhib CS	-7	18	-3	-7	68*	-9	-4	18
TNAP inh hi DEA	17	-3	-4	0	0	-6	2	-4
TNAP inh noacc	0	-7	-14	-15	4	-6	-19	-7
bIAP inhibitor	·	0	6	15	-6	14	3	1
FLuc act counter	1.1	0.8	1	1.1	0.3	1.1	1	0.8

33) Cc1cccc(C)c1NC(=O)CSc1nnc(CCCCCNC(=O)OC(C)(C)C)o1
34) CCCCSc1nc2c(c(=O)[nH]1)CCC2
35) O=C(CN1CCCC1=O)NC1C2CC3CC(C2)CC1C3 (stereo not given)
36) CCCC(=O)O[C@]1(C(=O)CO)CC[C@H]2[C@@H]3CCC4=CC(=O)CC[C@]4(C)[C@H]3[C@@H](O)C[C@@]21C
37) CCNC(=O)c1c(C)[nH]c(C(=O)OCC)c1C
38) Cc1ccc(CSCCNC(=O)CSCc2ccc([N+](=O)[O-])cc2)cc1
39) COc1ccc(NC(=O)CN2C(=O)C(c3ccccc3)=NC23CCCCCC3)cc1
40) CCOc1ccc(CCNC(=O)c2oc3c(c2C)-c2[nH]ncc2CC3)cc1OCC
Assay by compound	33	34	35	36	37	38	39	40
L major viab	-2	-11	43	-2	-3	-6	16	-5
TNAP act hiacc	1	1	1	1	1	1	1	1
APP 5UTR inh	-18	-11	14	-53	-14	7	-8	-9
RAM inhibit	1.2	0.5	0.9	1.2	1.4	3.9	-0.5	-0.2
bIAP act	1.1	1	1	1	0.9	0.6	0.9	0.9
FLuc inhib CS	0	-1	-5	-3	-22	-9	-6	-7
TNAP inh hi DEA	-1	0	-1	-3	-3	-1	1	-3
TNAP inh noacc	-8	-4	-18	-8	-6	-13	-12	-6
bIAP inhibitor	-10	-2	4	5	9	45	12	5
FLuc act counter	1	1	1	1	1.2	1.1	1.1	1.1

An excerpt from above, reduced to FLuc inhib CS and TNAP inh hi DEA:
cpd	SMILES	FLuc inhib CS	TNAP inh hi DEA
36	CCCC(=O)O[C@]1(C(=O)CO)CC[C@H]2[C@@H]3CCC4=CC(=O)CC[C@]4(C)[C@H]3[C@@H](O)C[C@@]21C	-3	-3
37	CCNC(=O)c1c(C)[nH]c(C(=O)OCC)c1C	-22	-3
38	Cc1ccc(CSCCNC(=O)CSCc2ccc([N+](=O)[O-])cc2)cc1	-9	-1

Going on with the list.
41) CN(Cc1nc2ccccc2c(=O)[nH]1)CC(O)COCc1ccco1 (stereo not given)
42) COc1ccc(N=Cc2cc(Cc3ccccc3Cl)cc([N+](=O)[O-])c2O)cc1OC
43) CCOC(=O)c1c(-c2ccccc2)csc1NC(=O)c1ccc(S(=O)(=O)N2CCOCC2)cc1
44) COCCN(C(=S)Nc1ccc(C)cc1C)C(C)c1ccco1 (stereo not given)
45) Cc1cc2oc(=O)cc(CN3CCN(S(=O)(=O)c4cccs4)CC3)c2cc1C
46) Cc1c2cnn(CC(=O)O)c(=O)c2c(C)n1Cc1ccccc1
47) Cc1cc(C)c(NC(=O)CSc2nnc(SCC(=O)Nc3c(C)cc(C)cc3C)n2N)c(C)c1
Assay by compound	41	42	43	44	45	46	47
L major viab	-4	-7	9	41	81*	-6	-11
TNAP act hiacc	1.1	0.8	1	1	1	1	1
APP 5UTR inh	-5	-6	11	-10	16	-4	-8
RAM inhibit	0.3	-0.9	1.4	-1.1	3.1	1.3	0.0
bIAP act	1.3	0.8	0.8	1	0.9	1.1	1
FLuc inhib CS	-4	2	-7	3	-9	-8	-2
TNAP inh hi DEA	-7	16	-4	-1	0	-5	-5
TNAP inh noacc	-88	21	-2	-9	-5	1	-9
bIAP inhibitor	-31	20	21	-3	7	-5	1
FLuc act counter	1	1	1.1	1	1.1	1.1	1

Compound activity: PubChem BioAssay, several laboratories
